Assay outcomes from PubChem BioAssay.
DAX1 inh-1: inhibits human nuclear receptor DAX1 | HEK293 Gal4-DAX1 luciferase reporter, luminescence | inhibition, % at 6.75 µM | 0.99% of 340,000 active | AID 504766;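 active means inhibition above the mean over all tested compounds plus 3 SD, cut at about 4.2% in these data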;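 further: 0% = DAX1-transfected cells with DMSO and 100% = empty-vector control cells with DMSO; inhibition shows as a rise in luminescence from relieved DAX1 repression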
SMARCA2 act: SMARCA2 function activation, primary screen | activation, % at 9.1 µM | 1% of 370,000 active | MG213 cells, MMTV-luciferase reporter, dexamethasone, overnight; in the data active means activation above about 7.8%;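 further: 0% = vehicle wells and 100% = reference activator wells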
DAX1 inh-2: DAX1 (NR0B1) inhibition, primary screen; HEK293T StAR-luciferase reporter, SF-1/DAX-1 repression relief; inhibition, % at 6.8 µM; 1.1% of 370,000 active; AID 652010;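 active means inhibition above the mean over all tested compounds plus 3 SD, cut at about 3.6% in these data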;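 further: 0% = DAX-1 cells with DMSO and 100% = cells lacking DAX-1 with DMSO; higher inhibition means more luminescence from relief of DAX-1 repression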
hcDAF12 agonist: activators of H. contortus DAF-12 nuclear receptor | HEK293 hcDAF-12 lit1-tk-luc reporter, luminescence; 0% DMSO, 100% Δ7-dafachronic acid | activation, % at 6.8 µM | 1.4% of 370,000 active | AID 652067;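 active means activation above the mean of all tested compounds plus 3 SD, cut at about 5.5% in these data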;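 further: 100% = response to 3 µM Δ7-dafachronic acid high control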
GC-A act: GC-A (human) enzyme activation. P16066. HEK293 GC-A cells, cGMP TR-FRET, EC30 ANP; 0% at EC30 ANP, 100% saturating ANP. activation, % at 10 µM. 0.14% of 370,000 active; in the data active means activation above about 40%
Target sequence (P16066 whole entry, looked up): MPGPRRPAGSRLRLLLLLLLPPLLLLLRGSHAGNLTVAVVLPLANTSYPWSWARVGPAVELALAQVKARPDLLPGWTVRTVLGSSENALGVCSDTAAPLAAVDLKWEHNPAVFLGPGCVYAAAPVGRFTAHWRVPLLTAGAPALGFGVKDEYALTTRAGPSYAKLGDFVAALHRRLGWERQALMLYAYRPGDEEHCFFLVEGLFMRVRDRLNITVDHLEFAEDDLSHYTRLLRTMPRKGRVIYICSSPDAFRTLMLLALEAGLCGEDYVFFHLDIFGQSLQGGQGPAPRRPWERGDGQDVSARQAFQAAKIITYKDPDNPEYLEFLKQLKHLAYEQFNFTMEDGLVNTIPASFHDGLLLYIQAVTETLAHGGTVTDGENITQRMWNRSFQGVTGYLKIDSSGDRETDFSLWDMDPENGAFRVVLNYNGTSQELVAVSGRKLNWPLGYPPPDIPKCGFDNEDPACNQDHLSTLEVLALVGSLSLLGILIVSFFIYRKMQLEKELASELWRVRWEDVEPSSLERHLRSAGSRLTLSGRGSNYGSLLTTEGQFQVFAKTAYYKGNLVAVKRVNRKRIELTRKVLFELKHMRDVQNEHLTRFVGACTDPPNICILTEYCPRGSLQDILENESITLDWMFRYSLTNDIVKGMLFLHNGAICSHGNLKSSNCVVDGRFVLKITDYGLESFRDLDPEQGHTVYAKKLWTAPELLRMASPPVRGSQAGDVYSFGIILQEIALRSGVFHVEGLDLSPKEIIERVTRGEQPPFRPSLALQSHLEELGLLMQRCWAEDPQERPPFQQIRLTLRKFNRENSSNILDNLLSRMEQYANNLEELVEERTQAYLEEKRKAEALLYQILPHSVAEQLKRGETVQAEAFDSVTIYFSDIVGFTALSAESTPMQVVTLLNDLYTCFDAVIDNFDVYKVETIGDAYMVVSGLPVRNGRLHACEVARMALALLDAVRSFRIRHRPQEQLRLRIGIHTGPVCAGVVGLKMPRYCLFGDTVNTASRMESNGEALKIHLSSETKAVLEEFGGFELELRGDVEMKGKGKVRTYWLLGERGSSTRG
ssDAF12 agonist: activates DAF-12 receptor from parasite S. stercoralis; activation, % at 6.8 µM; AID 652126; 1% of 370,000 active; HEK293 ssDAF-12/GRIP1 lit1-tk-luc reporter, luminescence; % of 3 µM dafachronic acid response;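 active means activation above the mean over all tested compounds plus 3 SD, cut at about 0.9% in these data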;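 further: 0% = DMSO-only wells and 100% = 3 µM delta7-dafachronic acid wells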
hgDAF12 agonist: hgDAF-12 agonism, primary luciferase screen. HEK293 GAL4-hgDAF12 UAS-luciferase reporter, agonist luminescence; normalized to butyrate control. activation, % at 6.8 µM. 1.8% of 370,000 active;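 active means activation above a cutoff set at the mean of all screened compounds plus 3 SD, cut at about 10% in these data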;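 further: 0% = DMSO wells and 100% = sodium butyrate wells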
sPLA2-III inh: Blocks human group III sPLA2 activity; inhibition, % at 12.2 µM; 0.56% of 370,000 active; Q9NZ20; QFRET BODIPY PC-A2 liposome hydrolysis, fluorescence;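 active means inhibition above mean plus 3 SD of compounds lying within the high and low control bounds, cut at about 19% in these data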;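 further: 0% = median of test compound wells and 100% = no enzyme DMSO wells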
NPR2 activator: GC-B (human) receptor activation. activation, % at 10 µM. 0.11% of 370,000 active. HEK293-GC-B cells, CNP EC30, cGMP TR-FRET; 0% at EC30 CNP, 100% saturating CNP;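 active means activation at 10 µM reaching about 35% in either raw or pattern-adjusted values, limit read from the data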
KLK7 zymogen act: proKLK7 (human) activation, primary screen; P49862; purified proKLK7, EDANS-DABCYL substrate fluorescence; 100% is mature enzyme control, 0% vehicle; activation, % at 7 µM; 0.9% of 370,000 active; AID 652039;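 active means activation above the mean of all tested compounds plus 3 SD, computed per campaign excluding outliers beyond control limits, cut at about 13% in these data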
GAA850 FXN act: frataxin GAA850 promoter activation; HEK293 lucGAA850 FXN promoter luciferase reporter, 24 h; percent of 10 µM SAHA response; activation, % at 6 µM; 0.56% of 360,000 active;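 active means activation above the average of all compounds screened plus 3 SD, cutoff fixed separately per campaign, cut at about 7.5% in these data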;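 further: 0% = DMSO wells and 100% = 10 µM SAHA wells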
The depositor's hits bear a star; / = not tested or not shown.

SMILES	DAX1 inh-1	SMARCA2 act	DAX1 inh-2	hcDAF12 agonist	GC-A act	ssDAF12 agonist	hgDAF12 agonist	sPLA2-III inh	NPR2 activator	KLK7 zymogen act	GAA850 FXN act
Cc1cc(C)n(-c2nc(-c3ccccc3)cs2)n1	1.7	2.8	0.4	5.0	-8.5	0.7	7.6	-5.7	-5.4	0.7	4.7
COc1ccc(-c2cccc(C(=O)Nc3cccc(C(=O)O)c3)c2)cc1	2.2	4.7	0.6	1.5	-5.8	-1.0	2.5	13.8	-0.3	-0.1	5.2
Cc1ccc(C)c(OCC(=O)N/N=C\c2cccn2C)c1	-0.3	-1.6	0.1	-1.7	-2.2	-0.8	1.0	-9.1	3.9	1.1	0.5
Cc1ccc(S(=O)(=O)Nc2ccc(N3CCN(C)CC3)nc2)cc1	-0.1	1.9	-0.1	0.1	2.8	-1.4	0.9	-0.4	0.0	0.6	-0.8
N#Cc1cc(Oc2cccnc2)c(Oc2cccnc2)cc1C#N	-0.1	-2.5	0.3	-1.4	2.1	-1.2	-0.8	-2.1	0.9	-0.5	2.9
C=C(C)COc1ccc2c(C)c(CC(=O)N3C[C@H]4C[C@@H](C3)c3cccc(=O)n3C4)c(=O)oc2c1C	-4.2	1.0	-3.0	-1.1	7.7	-2.0	-4.0	0.4	5.0	2.2	-5.2
C=CCOc1ccc(/C=C/C(=O)OCC(=O)NCCCc2ccccc2)cc1	0.3	-1.6	0.4	-0.3	1.2	-1.1	4.0	4.1	1.8	0.3	-0.9
CCN1C(=O)/C(=C\c2cn(CCC#N)nc2-c2ccc(F)cc2)SC1=S	-0.3	-0.7	-0.4	0.1	1.5	-1.3	1.3	13.3	11.2	0.1	2.3
CCCCc1c(O)nc(N2CCN(Cc3ccccc3)CC2)[nH]c1=O	0.2	-0.5	-0.9	-0.4	-1.2	-0.6	-3.1	1.0	-8.8	-0.1	-1.8
CCOC(=O)N1CCN(C(=O)C[C@@H]2C[C@@]3(C(=O)OC)CCCCC=C3N(Cc3cccc4ccccc34)C2=O)CC1	/	-4.1	0.4	-2.1	-2.4	-1.0	-1.2	-8.1	6.8	0.7	/
CC(C(=O)Nc1ccc(Cl)cc1)N1C(=O)NC2(CCCC2)C1=O (configuration not stated)	0.5	-2.3	-0.9	-0.4	3.6	-0.7	-0.2	4.8	-0.3	-0.1	-0.4
CC(C)S(=O)(=O)c1cnc(-c2ccccn2)nc1N	3.0	1.9	-0.4	0.8	7.8	-0.9	1.5	-0.7	-2.1	0.3	1.0
CCSc1nnc(Cc2cc(=O)[nH]c(=O)[nH]2)n1-c1cc(C)ccc1C	-0.2	-0.3	-0.4	-0.7	2.2	-1.0	-1.9	-24.7	0.7	-0.1	-0.1
O=C1NC[C@H](CCCCN2C[C@H](Cc3ccc(O)cc3)N(CC3CCCCC3)C(=O)C2=O)N(Cc2ccccc2)C1=O	/	-2.4	-0.1	-0.8	-0.6	-0.9	0.2	-13.8	1.6	-0.3	/
CC(=O)Nc1ccc(S(=O)(=O)N(C)CC(=O)NC2CCCCCCC2)cc1	-1.1	-1.2	-1.2	0.3	1.3	-0.6	4.4	5.8	0.0	0.0	1.1
O=C1c2ccccc2C(=O)N1CCC#C/C=C1\c2ccccc2C(=O)N1c1ccccc1	1.2	3.0	-1.8	-0.5	2.4	0.0	-0.9	-2.1	0.6	0.9	-1.0
CCOC(=O)c1ccc(NC(=O)c2nc[nH]c2C(=O)N2CCN(C(=O)OC(C)(C)C)CC2)cc1	/	0.5	0.2	-1.3	-1.4	-1.4	-2.4	-3.0	0.2	0.2	/
N#Cc1ccc(CSc2nnc(NC(=O)C3CCCO3)s2)cc1 (configuration not stated)	0.1	-0.9	-0.5	0.3	-3.8	-1.2	3.1	-1.9	-3.3	0.0	-2.3
CCOc1cc(/C=C(/C#N)c2nc3ccccc3[nH]2)ccc1OCc1ccc(C(=O)O)o1	0.6	2.6	0.7	-0.6	-3.4	-1.6	0.9	-9.0	-3.1	-0.6	-1.6
Cc1cccc(NC(=O)CN2C(=O)S/C(=C\c3cc(C)n(C)c3C)C2=O)c1	-0.9	-0.6	-0.9	-2.8	1.2	-1.4	1.8	-1.7	-4.0	-7.2	-2.0
CCc1ccc2c(c1)cc(C)c1nnc(SCC(=O)Nc3cc(OC)c(OC)cc3C(=O)O)n12	-0.9	-5.0	0.2	-1.1	-2.1	-1.9	-1.0	6.3	0.4	-0.3	-0.9
NC(=O)[C@@H]1CCCN1C(=O)[C@H]1O[C@@H](n2ccc(N)nc2=O)[C@H](O)[C@@H]1O	/	-2.6	0.4	-0.9	2.7	-0.2	-0.9	6.1	2.1	0.6	/
O=C(C[n+]1cccc(/C=N/O)c1)N(Cc1ccccc1)Cc1ccccc1	-0.7	-3.5	-0.5	-0.2	4.6	-1.3	1.9	-32.1	5.2	0.3	0.3
CCOc1ccc2nc(-c3ccccc3)nc(SCC(=O)Nc3ncc(C)s3)c2c1	-0.4	2.0	0.5	-1.3	-2.7	-1.3	2.4	10.5	-5.2	-0.1	-2.6
NS(=O)(=O)c1ccc(CCNC(=O)c2ccc3ccccc3n2)cc1	0.2	2.6	1.1	6.8*	-3.1	0.5	6.0	0.2	1.9	-0.2	3.1
CCN(CC)C(=O)CN(C#N)c1nc(C)cc(C)n1	1.2	2.5	0.4	0.9	-0.3	-0.8	-2.5	4.6	-2.2	-0.1	2.3
Cc1cc(NC(=O)CSc2nnc(NCc3ccccc3)s2)no1	-0.3	-2.3	0.7	0.8	2.3	-1.7	2.5	1.7	-1.7	0.3	1.9
COc1cccc(NCc2nnc(SCC(=O)NC3CCS(=O)(=O)C3)n2C2CCCCC2)c1 (configuration not stated)	-0.1	-0.1	0.4	-1.4	-1.2	-0.7	-2.1	-0.2	3.2	0.2	1.1
Cc1cccc2cc(CN(CC3CCCO3)S(=O)(=O)c3ccccc3)c(=O)[nH]c12 (configuration not stated)	0.5	1.4	-0.6	0.9	-1.6	-1.3	-0.4	1.2	-2.0	0.4	0.1
O=C(NCc1ccc(F)cc1)C1CCCN1C(=O)Nc1ccc(Cl)cc1 (configuration not stated)	-0.5	1.6	-0.3	-1.3	-1.6	-0.8	0.3	-0.6	2.1	0.4	0.6
O=C(Oc1ccc(=O)n(-c2ccccc2)n1)c1cccc(Cl)c1	-0.7	1.3	-0.1	0.3	3.5	-0.9	1.8	8.0	2.3	-0.4	0.3
C=CCN(c1ccccc1OC)S(=O)(=O)c1ccc(Cl)c(C(=O)Nc2ccc(N3CCOCC3)cc2)c1	-5.3	-0.8	-2.3	-4.5	-2.0	-1.8	-2.8	-11.9	3.6	0.4	-6.9
CC(=O)N1CCc2cc(S(=O)(=O)NCCC(=O)NCc3ccccc3)ccc21	/	-3.6	-1.3	-1.9	5.1	-1.0	-2.9	-7.2	6.2	0.3	/
O=C(NCC1CCCO1)C1CCCN(S(=O)(=O)c2ccc(F)cc2)C1 (configuration not stated)	0.7	-0.4	1.7	-0.3	1.8	-0.6	-0.9	7.8	-0.8	-0.5	2.0
CCC(C)[C@H](NC(=O)C1CC(=O)N(c2ccc(OC)cc2)C1)C(=O)N1CCCCC1 (some centres not stated)	-0.4	-1.5	0.1	-0.4	7.1	-1.5	-2.8	7.8	-1.0	-1.4	1.0
C/C(=N\NC(=O)CCc1c(C)n[nH]c1C)c1ccc([N+](=O)[O-])cc1	-0.1	-2.0	-0.5	0.1	2.0	-0.4	-0.3	-6.9	-1.8	-1.1	-0.9
COC(=O)c1ccc(NC(=O)C(C)N2C(=O)c3ccccc3C2=O)cc1 (configuration not stated)	0.3	2.1	-0.3	-1.8	-0.4	-1.3	2.5	1.2	5.4	-0.3	-0.6
C=CCN1C(=O)CSc2ccc(C(=O)NC(C)c3ccccc3)cc21 (configuration not stated)	0.0	-1.3	-2.5	0.5	-2.0	-0.8	-1.5	-4.7	-9.1	0.0	0.2
CCN1CCN(CCCNC(=O)CN2C(=O)c3cccnc3Oc3ccc(Cl)cc32)CC1	0.5	-2.2	-0.3	-1.7	-4.0	-0.9	-1.5	3.9	-1.0	0.6	0.6
COc1cc(NS(C)(=O)=O)cc(OC)c1OC	1.1	-3.6	-0.7	-1.6	0.5	-1.1	2.9	2.1	3.8	0.7	-1.0
COc1cccc(OCc2cc(/C=N/n3cncn3)ccc2OC)c1	-0.4	1.8	0.1	-1.1	-2.0	-1.9	-1.8	-1.8	-2.3	0.8	0.6
Cc1cc(C)c(C(=O)O)c(Cl)n1	0.0	0.3	0.5	0.8	-1.8	-0.8	0.0	-3.2	3.1	0.0	3.9
COc1ccc(N(C)S(=O)(=O)c2cccc(C(=O)Nc3cc(OC)ccc3OC)c2)cc1	-0.2	-7.2	-1.1	-3.0	-6.8	-1.7	-0.9	-13.2	3.4	1.3	1.2
Cc1oc(-c2ccccc2F)nc1CSCC(=O)NC1CCC(C)CC1 (configuration not stated)	-0.1	-3.8	-0.6	-4.0	4.6	-1.4	-3.5	-5.9	0.8	0.0	-0.1
Cc1ccc(NC(=O)CNc2cccc(S(=O)(=O)N3CCCCC3)c2)cc1F	-1.6	-3.4	-3.1	-2.0	5.0	-2.2	-6.5	-31.1	-1.2	-0.1	0.4
O=C(Cc1ccccc1)NNC1CC(=O)N(c2ccccc2)C1=O (configuration not stated)	0.8	-3.0	1.3	3.9	2.1	-0.6	-1.3	2.8	-4.0	0.4	-0.7
Cc1oc2c(c1C(=O)NCCO)CCCC2	0.3	-0.8	0.3	-1.0	0.7	-0.2	1.9	3.5	0.8	-0.2	2.4
Clc1ccc(-c2cc(C3CCNCC3)[nH]n2)c(Cl)c1	/	1.4	-0.2	-2.1	15.5	-1.6	-0.3	2.3	0.2	-0.2	1.2
CC(=O)Nc1ccc(NC(=O)Cn2cnc3c(cnn3C(C)(C)C)c2=O)cc1	/	0.9	-0.6	0.3	-3.9	-0.2	5.7	-3.0	3.3	0.1	/
COc1cc(OC)cc(C(=O)NC(=S)N2CCCCC2c2cccnc2)c1 (configuration not stated)	3.9	-1.1	0.9	-0.3	0.0	-1.4	-2.4	9.2	-0.2	-0.4	3.2
O=c1[nH]c(/C=C\c2cccc(F)c2)nc(O)c1[N+](=O)[O-]	0.9	-1.3	-0.3	0.1	-0.3	-1.2	-0.2	3.7	0.5	-0.4	0.7
O=C1NCCN(Cc2cccc(Oc3ccccc3)c2)C1CC(=O)N1CCCCO1 (configuration not stated)	-1.6	-5.6	-0.3	-0.5	-2.2	-1.4	-3.5	0.8	-3.2	0.2	0.6
C/C(=N\NC(=O)C(NC(=O)c1ccccc1)C(C)C)c1ccccc1 (configuration not stated)	-0.3	0.0	-0.6	-1.9	0.8	-1.2	-0.5	-2.6	-5.6	0.1	-1.6
COc1ccc(NC(=O)CCCN2C(=O)C(c3ccccc3)Oc3cccnc32)cc1OC (configuration not stated)	-0.5	6.5	-0.3	-2.3	-1.5	-1.2	0.6	-3.0	-2.6	0.1	1.5

No enrichment for hits; 6.7% or so of the library scored in one or more.
